Hsp70 inhibitors: small molecules displacing fluorescent ligand from Hsp70 – biochemical, fluorescence polarization, primary screen (AID 583) | Hsp70 fluorescence polarization probe displacement, mP; higher % means a stronger effect | displacement, % at 20 µM; hits with a dose series show IC50 in µM | hit rate 0.06% among 140,000; in the data active = displacement above about 50%;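 also: plate controls were vehicle for no effect and reference ligand for full effect; a part of the inactive calls stands beside numbers as strong as those of hits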
Rat MKP-3 inhibitors: inhibition of rat DUSP6 enzyme activity – biochemical, in vitro, primary screen (AID 425); recombinant MKP-3 phosphatase activity, fluorescence; higher % means a stronger effect; inhibition, % at 20 µM; hits with a dose series show IC50 in µM; hit rate 0.17% among 110,000; in the data active = inhibition above about 50%;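 also: plate controls were vehicle for no effect and reference inhibitor for full effect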
* hit, by the source's call; / = no result given; & = joins results of further samples.

Hsp70 inhibitors,Rat MKP-3 inhibitors,smiles
-1.4%,-11%,O=C(O)c1cccc(-n2cnnn2)c1
-2.1%,0%,Cc1cccc(OCCSc2nc3ccccc3n2CCO)c1
0.6%,-2%,O=C(NC1CCS(=O)(=O)C1)/C(=C\c1ccccc1)NC(=O)c1ccc([N+](=O)[O-])cc1 (centres undefined)
4.5%,6%,CC1(C)Cc2c(C#N)c(SCC(=O)c3ccccc3)nc(N3CCCC3)c2CO1
/,-16%,CC1CCCN(c2ncnc3c2cnn3-c2ccc(Cl)cc2)C1 (centres undefined)
1.0%,-6%,O=C(C1CCCCC1)N1CCCC(c2nc3c(nnn3Cc3ccccc3)c(=O)[nH]2)C1 (centres undefined)
-2.2%,4%,N/C(=C\C(=O)c1ccccc1O)C(Cl)(Cl)Cl
-5.4%,5%,CCN(CC)CCCNC(=O)c1nn(-c2ccccc2OC)c(=O)c2ccccc12
-1.2%,0%,CCC(=O)Nc1cc2c(cc1C(=O)CC)OCCO2
2.5%,-2%,O=C(O)CCC(=O)Nc1sc2c(c1C(=O)Nc1ccccc1)CCCC2
-1.4%,1%,Cc1nc2ccccn2c1C(=O)N/N=C\c1ccc(OCc2ccc(Cl)cc2)cc1
-1.6%,0%,NC(=O)C1(N2CCCCC2)CCN(S(=O)(=O)c2cc(Cl)ccc2Cl)CC1
/,5%,COc1cccc(N2CCN(S(=O)(=O)c3ccc4nc(-c5ccccc5)[nH]c4c3)CC2)c1
6.5%,/,O=C(O)CSCc1cn2cc(Cl)ccc2n1
1.6%,-1%,COC(=O)CC1Oc2ccc(C)cc2NC1=O (centres undefined)
-3.6%,/,CCOc1cc(S(=O)(=O)N(Cc2ccccc2)Cc2ccccc2)c(OCC)cc1-n1cnnn1
1.3%,-5%,COc1cc(OC)cc(C(=O)N2CCC(N3CCN(c4ccccc4)CC3)CC2)c1
4.8%,-5%,O=C(C1CCN(S(=O)(=O)N2CCOCC2)CC1)N1CCOCC1
-4.8%,-4%,Cc1noc(C)c1C(=O)OCC(=O)c1c[nH]c2ccccc12
-0.8%,-3%,COc1ccc(C)cc1NC(=O)c1nc2nc(C)cc(C)n2n1
-4.9%,4%,Cc1nc(CNS(=O)(=O)c2ccc3ccccc3c2)cs1
-0.8%,0%,COc1ccccc1N(CC(=O)Nc1ccc(Oc2ccccc2)cc1)S(=O)(=O)c1ccccc1
1.9%,4%,NS(=O)(=O)c1cccc(NC(=O)/C=C/c2ccc(Cl)cc2)c1
-2.3%,-15%,O=C(O)CCCC(=O)Nc1nc2n(n1)C(c1ccc(F)cc1)CC(c1ccc(Cl)cc1)N2 (centres undefined)
-2.5%,9%,COc1ccc(C(=O)Nc2ccc3oc(-c4cc(Cl)c(OC)c(Cl)c4)nc3c2)cc1OC
-5.3%,/,c1ccc2c(c1)OCC(c1csc3ncnc(N4CCCCC4)c13)O2 (centres undefined)
0.5%,-8%,O=C(CCC(=O)OCC(F)(F)C(F)F)Nc1ccc(Cl)cc1
-1.2%,-1%,O=C(CCN1C(=O)/C(=C/c2cccs2)SC1=S)Nc1ccccn1
-3.6%,-3%,Cc1ccc(C(=O)CSc2nnc(CNc3ccc(C)cc3C)n2Cc2ccco2)cc1
-4.4%,-5%,CC(=O)c1c(C)[nH]c(C(=O)NCCCN2CCCC2)c1C
8.6%,-1%,COc1ccc(C2N(c3cc(Cl)ccc3OC)C(=O)C3CCCN32)cc1OC (centres undefined)
-8.0%&-4.8%,3%&4%,COCCOC(=O)C1=C(C)NC(=O)NC1c1cccs1 (centres undefined)
-2.7%,-7%,CS(=O)(=O)Nc1ccc(C(=O)NCc2ccccn2)cc1
-0.7%,1%,CCN(CC)Cc1c(O)ccc2oc(C)c(C(=O)c3ccc(OC)cc3OC)c12
1.7%,-7%,Cc1ccc(N2C(=O)c3ccccc3C2(O)c2ncc[nH]2)cc1 (centres undefined)
4.5%,-10%,CCOc1ccc(-c2nc(CSc3nncs3)cs2)cc1OC
-0.3%,1%,Cc1cc(C)cc(OCc2nnc(SCC(=O)c3ccc(Br)cc3)o2)c1
-0.4%,-1%,C=CCn1c(-c2ccc(OC)cc2)n[nH]c1=S
0.4%,-14%,CCc1ccccc1OCC(=O)Nc1ccc(S(N)(=O)=O)cc1
-0.8%,1%,O=C(N=Nc1c(O)n(Cc2ccccc2)c2ccccc12)c1ccccc1[N+](=O)[O-]
-8.6%,/,CC(C)C(=O)Nc1ccc(N2CCCC2)cc1
-1.6%,-2%,NC(=O)c1ccccc1NC(=O)c1ccc(Cl)cc1[N+](=O)[O-]
4.3%,1%,O=C(COc1ccc(Cl)cc1)Nc1cc(C(F)(F)F)cc(C(F)(F)F)c1
1.5%,-5%,COc1cc(OC)cc(-c2nnc(SCC(=O)N3CCCc4ccccc43)o2)c1
11%,/,COc1cc(S(=O)(=O)n2nc(C)cc2C)c(OC)cc1Cl
-1.1%,1%,COc1cccc(NC(=O)c2ccc(CN3CCN(Cc4ccccc4)CC3)cc2)c1
2.1%,2%,CCSC1=C(C#N)C(c2cccc3ccccc23)CC(=O)N1 (centres undefined)
4.0%,2%,CC1CCN(C(=O)c2cncc(Br)c2)CC1
2.8%,-1%,O=C(CN1C(=O)c2ccccc2C1=O)Nc1ccc(Br)cc1
0.5%,1%,Cc1ccc(O)c(NC(=O)CCCC(=O)O)c1

Next results follow:
Hsp70 inhibitors,Rat MKP-3 inhibitors,smiles
-1.3%,1%,CCOC(=O)C1CCN(c2nc(-c3ccccc3)nc3c2oc2ccccc23)CC1
-2.3%,-1%,COc1ccc(CN2C(=O)c3ccccc3C2C(=O)NCC2CCCO2)c(OC)c1 (centres undefined)
12%,/,Cc1ccc(S(=O)(=O)Nc2cccnc2)cc1
-1.0%,-1%,Cc1ccc(C2/C(=C(/O)c3cnn(-c4ccccc4)c3C)C(=O)C(=O)N2CCN2CCOCC2)o1 (centres undefined)
-0.7%,-14%,c1csc(Cc2nc(-c3ccc(-n4cccc4)cc3)no2)c1
-5.5%,-5%,c1ccc(Cc2nn3c(COc4ccccc4)nnc3s2)cc1
1.0%,-5%,CCOC(=O)CCC(=O)c1c(C)oc2ccc(OC)cc12
-0.7%,6%,COc1ccc(/C=N\N2CCN(c3ccc(Cl)cc3)CC2)cc1O
/,-4%,COc1cccc(-c2cc(C(=O)N3C(C)CCCC3C)no2)c1 (centres undefined)
1.1%,1%,COc1ccc(NC2OC(=O)c3c2ccc(OC)c3OC)cc1 (centres undefined)
-0.5%,-3%,Cc1noc(C)c1COc1cccc(C(=O)Nc2ccc(C#N)cc2)c1
2.8%,4%,O=C1N(CN2CCC3(CC2)OCCO3)c2ccccc2C12OCCCO2
1.3%,14%,CCSc1nnc(NC(=O)CSc2nccn2-c2cc(C)cc(C)c2)s1
-4.5%,-1%,NC(=O)C1(N2CCCCC2)CCN(c2nc(-c3ccccc3)cs2)CC1
2.5%,0%,CCC1CCCCN1CC(=O)c1c(C)[nH]c2ccccc12 (centres undefined)
0.1%,/,CCC(=O)Nc1ccc(N2CCC(C)CC2)cc1
5.9%,2%,CC(=O)c1ccc(NN=C(C#N)C#N)cc1
-1.7%,0%,COc1cccc2sc(Nc3nc(-c4ccccn4)cs3)nc12
0.7%,/,CCOC(=O)c1sc(C)c2c1NC1(CCCCCC1)NC2=O
6.1%,-7%,CC(C)CCn1c(CN2CCOCC2)nc2c1c(=O)n(C)c(=O)n2C
-0.1%,0%,COc1ccc(N(CC(=O)Nc2c(C)cccc2C)S(=O)(=O)c2ccccc2)cc1Cl
2.9%,2%,CCCCOc1ccc(NC(=O)CSc2nnc(C)s2)cc1
2.0%,4%,CSc1nnc2sc3ccccc3n12
0.3%,1%,O=c1oc(-c2ccccc2)nc2sc3c(c12)CCC3
0.6%,2%,COc1cccc(C(=O)NC(NC(=S)Nc2cc(OC)ccc2OC)C(Cl)(Cl)Cl)c1 (centres undefined)

One compound at a time, from the list above:
Shown for COc1cccc(-c2cc(C(=O)N3C(C)CCCC3C)no2)c1 (centres undefined) = Hsp70 inhibitors = /; Rat MKP-3 inhibitors = -4%
Shown for CCOC(=O)c1sc(C)c2c1NC1(CCCCCC1)NC2=O = Hsp70 inhibitors = 0.7%; Rat MKP-3 inhibitors = /

(further entries)
Hsp70 inhibitors,Rat MKP-3 inhibitors,smiles
0.1%,6%,CCOC(=O)c1c(-c2cccs2)csc1NC(=O)c1ccco1
2.8%,/,COc1ccc(N2COC3c4cccc5cccc(c45)C32)cc1 (centres undefined)
6.2%,/,COc1ccc(CNC(=S)Nc2ccccc2C)cc1
3.1%,3%,COc1cc(/C=N\N2CCN(Cc3ccc(C)cc3)CC2)cc(Br)c1O
-1.3%,1%,COc1ccc2c(c1)CCc1c(C(=O)N3CCCc4ccccc43)noc1-2
3.6%,/,C/C(=N\NC(=S)NCCc1ccccc1)c1ccc(C)cc1
3.4%,33%,Cc1nc(NCC2CCCO2)c2nnn(Cc3ccccc3Cl)c2n1 (centres undefined)
3.7%,-1%,Cc1cccc(OCCSc2nc3ccccc3n2CC(=O)O)c1
2.3%,0%,Cc1cc(NC(=O)CSc2nc(C(C)C)nc3sc(C)c(C)c23)no1
4.2%,-6%,Cc1ccc(S(=O)(=O)C2(C(=O)Nc3cccnc3)CC2)cc1
-2.5%,-16%,CCCOc1ccc(N2C(=O)CC(N3CCN(c4ccccc4F)CC3)C2=O)cc1 (centres undefined)
2.9%,/,N#Cc1c(NC(=O)CSc2ccccn2)oc(-c2ccccc2)c1-c1ccccc1
0.2%,3%,Cc1ccc(S(=O)(=O)Oc2cccc(/C=C3/SC(=S)N(Cc4ccccc4)C3=O)c2)cc1
-7.9%,2%,CC(CO)(CO)NC(=O)C(F)(F)C(F)(F)C(=O)NC(C)(CO)CO
/,0%,COC(=O)C1C(=O)c2c([nH]c(C(=O)OC3CCCC3)c2C)CC1C (centres undefined)
4.6%,-1%,O=C(c1ccc(C(=O)N2CCCc3ccccc32)nc1)N1CCCc2ccccc21
-0.7%,-14%,O=C(Cn1cnc2c(cnn2-c2ccccc2)c1=O)c1ccc(Cl)cc1
-6.3%,0%,CCOc1ccc(CCNC(=O)Cn2c(-c3nonc3N)nc3ccccc32)cc1OCC
2.0%,-1%,O=C(CN(c1ccc(F)cc1)S(=O)(=O)c1ccccc1)Nc1ccccc1Br
-2.5%,/,Nc1c(C(=O)NC2CCCC2)c2nc3ccccc3nc2n1/N=C/c1ccco1
2.3%,-11%,O=C(NC(O)C(=O)c1cccs1)c1cccnc1 (centres undefined)
-3.6%,-6%,COc1ccc(C(CC(=O)Nc2nccs2)n2cccc2)cc1 (centres undefined)
-13%,-7%,CC(=O)c1cccc(S(=O)(=O)N2CCN(c3nc4cc(C)cc(C)c4cc3C#N)CC2)c1
0.1%,/,CC(=O)Nc1ccc2c(c1)N(C(=O)CN(C)C)c1ccccc1CC2
-1.5%,-10%,O=C(CN(Cc1ccccc1)C(=O)c1ccco1)NCc1ccc(F)cc1

A few values from the results shown:
Hsp70 inhibitors with Cc1cc(C)cc(OCc2nnc(SCC(=O)c3ccc(Br)cc3)o2)c1 = -0.3%
Rat MKP-3 inhibitors with Cc1nc2ccccn2c1C(=O)N/N=C\c1ccc(OCc2ccc(Cl)cc2)cc1 = 1%
Rat MKP-3 inhibitors with Cc1nc(NCC2CCCO2)c2nnn(Cc3ccccc3Cl)c2n1 (centres undefined) = 33%
Rat MKP-3 inhibitors with NS(=O)(=O)c1cccc(NC(=O)/C=C/c2ccc(Cl)cc2)c1 = 4%
Hsp70 inhibitors with O=C(O)CCCC(=O)Nc1nc2n(n1)C(c1ccc(F)cc1)CC(c1ccc(Cl)cc1)N2 (centres undefined) = -2.3%
Hsp70 inhibitors with CCSc1nnc(NC(=O)CSc2nccn2-c2cc(C)cc(C)c2)s1 = 1.3%
Hsp70 inhibitors with CCOC(=O)C1CCN(c2nc(-c3ccccc3)nc3c2oc2ccccc23)CC1 = -1.3%

(further entries)
Hsp70 inhibitors,Rat MKP-3 inhibitors,smiles
-0.4%,-4%,O=C(O)c1ccc(S(=O)(=O)c2ccc3c(c2)C(=O)N(c2ccc(O)cc2)C3=O)cc1
1.5%,2%,Cc1ccc(C(=O)N2CCN(C(=O)c3ccc(C)cc3)CC2)cc1
0.1%,0%,CCOc1ccc(NC(=O)CCC(=O)NCCO)cc1
-5.3%,3%,Nc1ccnc(C(F)(F)F)c1C(=O)c1ccccc1
-5.8%,/,CC(NC(=O)c1ccc(F)cc1)c1nc2ccccc2n1Cc1ccccc1F (centres undefined)
0.4%,/,CCOC(=O)C1CCN(C(c2ccccn2)c2c(C)[nH]c3ccccc23)CC1 (centres undefined)
-5.3%,2%,COCCOC(=O)c1c(C)oc2ccc(OCc3ccc(Br)cc3)cc12
-3.4%,2%,COc1cc(C(=O)Nc2ccc(NC(C)=O)cc2)c([N+](=O)[O-])cc1OC
1.0%,4%,C=CCN1C(=O)/C(=C\c2ccc(OC(=O)c3cccc(Br)c3)cc2)SC1=S
-7.5%,4%,COC(=O)c1sc(N)c(C(=O)OC)c1CSc1nnc(-c2ccccc2Cl)n1C
1.1%,6%,CCOc1ccc(NC(=S)NC(NC(=O)c2cccc(C)c2)C(Cl)(Cl)Cl)cc1 (centres undefined)
2.9%,-2%,O=C(c1cccc2ccccc12)N1CCN(c2ccccc2)CC1
5.2%,5%,CCOc1ccc2c(C)nc(NC3=NC(C)(C)C=C(C)N3)nc2c1
0.7%,0%,O=C(Nc1ccc(Cc2ccc(NC(=O)C(F)(F)F)c([N+](=O)[O-])c2)cc1[N+](=O)[O-])C(F)(F)F
-1.3%,/,O=C(Nc1cccc(Br)c1)c1ccc(Cl)c(S(=O)(=O)N2CCOCC2)c1
-2.9%,/,COc1ccc(Nc2nc(N)nc(CSc3nnc(C)s3)n2)cc1
7.2%,6%,COc1cccc(/C=C2\C(=O)N(c3cccc(C(=O)O)c3)N=C2C)c1
0.7%,-1%,COC(=O)NNC(=O)c1ccc(OC)c(OC)c1

Shown with values under each structure: two of the compounds above
Below each compound: Hsp70 inhibitors | Rat MKP-3 inhibitors
O=C(c1cccc2ccccc12)N1CCN(c2ccccc2)CC1
 : 2.9% | -2%
CCOc1ccc2c(C)nc(NC3=NC(C)(C)C=C(C)N3)nc2c1
 : 5.2% | 5%

Compound activity from PubChem.

Not all compounds are listed; count on the stated rates, not on these rows.
